MOR-DOR inv ag = inverse agonist of human OPRM1-OPRD1 heterodimerization; 340,000 tested, 0.21% active; P35372+P41143; cell-based MOR-DOR heterodimer luminescence, inverse agonism; inhibition, % at 9.3 µM; in the data active means inhibition above about 22%, passing the limit was not always enough;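 further: 0% = cells with DMSO and 100% = wells without cells with DMSO; values of inactives mirror those of a sister screen read the other way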
V-ATPase pHluor = regulators of yeast V-ATPase proton transport | S. cerevisiae, pHLuorin cytosolic pH fluorescence | response, % at 10 µM | 350,000 tested, 0.37% active | AID 504577; in the data active means response mostly above about 7.3%, no sharp cut-off; inactive means mostly below about 5.4%; further: actives read high; inactives centre near 0; some compounds called inactive have numbers as strong as hits; reference of the scale not given here
Keap1 Nrf2 FP = disrupts human Keap1 binding to Nrf2 peptide; Q14145; 340,000 tested, 0.15% active; AID 504523; inhibition, % at 9.4 µM; Keap1 Kelch-Nrf2 peptide fluorescence polarization, 1536-well; in the data active means inhibition above about 12%;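 further: human Keap1 Kelch domain with fluorescein labeled Nrf2 9mer peptide probe; 0% = neutral control wells and 100% = peptide positive control; higher means more block of Keap1 binding to Nrf2 peptide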
Target sequence (Q14145 whole entry, looked up, the tested form may be a part): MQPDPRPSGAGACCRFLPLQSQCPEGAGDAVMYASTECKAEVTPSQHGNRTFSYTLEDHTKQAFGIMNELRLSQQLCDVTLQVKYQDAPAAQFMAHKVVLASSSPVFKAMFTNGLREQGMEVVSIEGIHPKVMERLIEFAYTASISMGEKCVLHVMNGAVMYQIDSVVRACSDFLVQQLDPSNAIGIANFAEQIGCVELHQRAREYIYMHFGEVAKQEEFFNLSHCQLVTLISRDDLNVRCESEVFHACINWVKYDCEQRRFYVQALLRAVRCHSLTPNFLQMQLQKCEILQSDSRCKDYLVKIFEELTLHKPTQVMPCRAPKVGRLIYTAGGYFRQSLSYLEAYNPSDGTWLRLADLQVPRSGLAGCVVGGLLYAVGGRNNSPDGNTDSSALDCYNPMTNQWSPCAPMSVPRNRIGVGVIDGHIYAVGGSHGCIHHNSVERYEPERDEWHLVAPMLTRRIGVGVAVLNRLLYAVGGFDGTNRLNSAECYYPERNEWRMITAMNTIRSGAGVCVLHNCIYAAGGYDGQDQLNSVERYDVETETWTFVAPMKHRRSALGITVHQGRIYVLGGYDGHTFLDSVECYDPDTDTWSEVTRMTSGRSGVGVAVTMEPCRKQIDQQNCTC
CAL-PDZ inh HTS = blocks peptide binding to the human CAL PDZ domain. purified CAL PDZ, TMR-peptide fluorescence polarization, 1 h. 300,000 tested, 0.92% active. inhibition, % at 24.9 µM. Q9HD26. AID 602252;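 active means mean inhibition of at least 30% with at least half of replicates also reaching 30%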;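 further: 0% = DMSO neutral control and 100% = excess unlabeled competitor peptide PRC23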
OPRM1-OPRD1 ag = OPRM1-OPRD1 heterodimerization agonism; AID 504326; cells, luminescence; activation, % at 9.3 µM; P35372+P41143; 340,000 tested, 0.3% active; in the data active means activation above about 18%;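 further: 0% = vehicle-treated cells and 100% = reference agonist; values of inactives mirror those of a sister screen read the other way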
Cardiac RTF inh = cardiac RTF calcium desensitization | IANBD-labeled cardiac RTF, Ca2+ fluorescence | inhibition, % at 7.15 µM | 340,000 tested, 0.12% active | AID 493244;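 active means inhibition above the mean inhibition of all tested compounds plus 3 SD, cut at about 17% in these data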;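 further: assay run at fixed EC70 calcium of 1.6 mM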
RTF Ca sens act = increases calcium sensitivity of human cardiac regulated thin filaments; P19429+P45379; IANBD-labeled TnC RTF fluorescence at EC20 calcium; 0% EC20 calcium, 100% full calcium; activation, % at 7.2 µM; 340,000 tested, 0.24% active; AID 493008;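 active means activation above the mean over all tested compounds plus 3 SD, cut at about 30% in these data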;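 further: rise in fluorescence read as greater calcium sensitivity of cardiac thin filaments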
HTR5A ag = activates human HTR5A in OPRM1-OPRD1 agonist counter-screen. HTR5A agonist assay, luminescence, cell-based. 340,000 tested, 0.61% active. P47898. activation, % at 9.3 µM; in the data active means activation mostly above about 9.5%, no sharp cut-off; inactive means mostly below about 7.6%;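 further: 0% = cells with vehicle only and 100% = reference agonist; strong numbers were not always called active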
Target sequence (P47898 whole entry, looked up): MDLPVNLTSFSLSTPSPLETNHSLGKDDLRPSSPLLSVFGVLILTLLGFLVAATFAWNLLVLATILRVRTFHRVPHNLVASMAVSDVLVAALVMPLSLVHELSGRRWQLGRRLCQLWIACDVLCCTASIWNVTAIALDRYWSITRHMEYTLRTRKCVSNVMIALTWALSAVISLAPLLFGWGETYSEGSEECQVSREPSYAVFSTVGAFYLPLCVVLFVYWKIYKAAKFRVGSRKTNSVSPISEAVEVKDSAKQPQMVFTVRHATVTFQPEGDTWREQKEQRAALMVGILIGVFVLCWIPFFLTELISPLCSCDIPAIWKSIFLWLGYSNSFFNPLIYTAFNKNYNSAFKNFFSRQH
HTR5A inv ag = HTR5A inverse agonism, opioid heterodimer counter-screen | P47898 | HTR5A cell line, luminescence | inhibition, % at 9.3 µM | 340,000 tested, 0.083% active | AID 504634; in the data active means inhibition mostly above about 23%, no sharp cut-off; inactive means mostly below about 18%;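 further: 0% = cells with DMSO and 100% = no-cell wells with DMSO; some compounds called inactive have numbers as strong as hits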
C-LANA FP = blocks KSHV LANA C-terminal domain binding to DNA; MBP-C-LANA/FAM-LBS DNA binding, fluorescence polarization; inhibition, % at 9 µM; 340,000 tested, 0.078% active;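 active means highest replicate inhibition at or above 60% at 9 µM, even if other replicates fall short; inactive means all replicates below 60% inhibition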;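 further: 0% = neutral control wells and 100% = 4 µM acridine orange control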
An asterisk follows results filed as active; x = not tested or not shown.

SMILES | MOR-DOR inv ag | V-ATPase pHluor | Keap1 Nrf2 FP | CAL-PDZ inh HTS | OPRM1-OPRD1 ag | Cardiac RTF inh | RTF Ca sens act | HTR5A ag | HTR5A inv ag | C-LANA FP
CC(=O)C1N=NCC1c1ccccc1 (stereo unspecified) | 13.0 | 3.6 | -5.0 | 11.2 | -2.6 | -3.3 | -0.9 | -2.5 | 9.8 | 1.1
C[C@H](CO)N1C[C@H](C)[C@@H](CN(C)C(=O)NC2CCCCC2)Oc2ccc(NC(=O)Nc3ccccc3)cc2C1=O | 1.4 | -3.3 | -7.6 | -2.9 | -0.3 | -2.3 | -1.5 | -3.5 | -14.0 | -1.4
O=C(O)CCCc1ccc2c(c1)CCc1ccccc1-2 | -5.3 | -5.0 | 4.1 | -5.5 | 0.9 | -0.9 | -6.5 | -0.8 | 9.6 | 1.6
O=C(CCCN1C(=O)c2ccccc2C1=O)Nc1c(C(=O)C2CC2)oc2ccccc12 | -4.9 | 4.7 | 1.0 | 8.4 | 0.8 | 0.8 | 4.1 | 2.0 | 26.7 | -1.1
COc1ccc(CCN(Cc2cccs2)S(=O)(=O)c2ccc(S(=O)(=O)N3CCCCCC3)cc2)cc1OC | 8.4 | 4.7 | -5.1 | -1.6 | -1.7 | -0.9 | -5.3 | 3.0 | 6.2 | 1.3
CC1CCC2(CC1)N=C(N)Nc1nc3ccccc3n12 (stereo unspecified) | 8.9 | 13.2 | -0.3 | 2.4 | -2.0 | -3.2 | 3.0 | -0.5 | 1.3 | -2.1
CC(NC(=O)c1ccc(S(=O)(=O)Nc2ccccc2Cl)cc1)c1ccncc1 (stereo unspecified) | 13.3 | 7.9 | -0.6 | 6.4 | -2.8 | 1.1 | -3.2 | 0.7 | -2.7 | 0.5
CC(C)(C)NC(=O)C(=O)NC(=O)c1c(F)cccc1Cl | 4.0 | 2.8 | 4.2 | x | -0.8 | -3.5 | 3.7 | 2.4 | 8.1 | -3.7
Cc1ccc(NC(=O)Nc2ccc3c(c2)nc(C)n3C)cc1 | -4.2 | -1.0 | 1.0 | 0.1 | 0.6 | -4.0 | -1.2 | 5.2 | -21.0 | 0.2
CCc1cc(=O)oc2c(C)c(OCC(=O)N3CCCc4ccccc43)ccc12 | 7.0 | 0.4 | -0.4 | x | -1.3 | -3.0 | 6.8 | -0.3 | 1.0 | 0.2
CC(=O)OCCn1c(=O)c2cc3c(=O)n(CCOC(C)=O)c(=O)c3cc2c1=O | -10.4 | 2.0 | -1.8 | -2.5 | 1.7 | 4.4 | 4.8 | 1.9 | -2.6 | -2.9
Cc1ccc2nc(C)c(C)nc2c1N | 10.4 | 1.3 | -24.9 | 2.1 | -2.3 | -9.7 | 2.2 | -1.4 | 3.5 | 3.1
CC(C(=O)O)N1C(=O)/C(=C/c2cccn2C)SC1=S (stereo unspecified) | 13.1 | -0.2 | -65.1 | -0.3 | -2.5 | -21.8 | 19.8 | 5.0 | 4.0 | -20.1
O=C(Nc1ccccc1N1CCCC1)c1cc2ccccc2o1 | 18.0 | 3.6 | -4.0 | 4.3 | -4.1 | -10.1 | 3.1 | -3.4 | 9.3 | 0.1
CCOC(=O)C1CCCN(C(=O)CCCOc2cc(=O)n(C)c3ccccc23)C1 (stereo unspecified) | 12.9 | -2.4 | -3.1 | 2.5 | -3.0 | -4.2 | -3.2 | 3.8 | -10.6 | 1.4
Cc1c(C(=O)OCC2CCCO2)[nH]c2c1C(=O)CC(c1ccc(N(C)C)cc1)C2 (stereo unspecified) | 6.9 | 5.1 | -4.3 | 5.1 | -1.4 | 2.8 | 2.2 | 0.2 | -0.4 | -0.3
Cc1cccc(C(=O)Nc2cccc(OC(=O)c3cccc(C)c3)c2)c1 | -19.8 | -0.7 | -0.4 | 2.6 | 3.5 | -1.5 | -1.7 | -3.9 | -5.5 | 0.5
COc1cccc(C2C(C(N)=O)=C(C)Nc3nc(-c4ccccc4Cl)nn32)c1 (stereo unspecified) | 0.9 | -2.3 | -4.3 | -1.2 | -0.2 | -3.8 | -1.5 | -1.4 | 3.6 | 0.5
Cc1cc(C)c(S(=O)(=O)NCc2cn3ccccc3n2)c(C)c1 | 1.5 | -2.8 | -4.4 | -4.2 | -0.3 | -4.6 | -4.5 | 4.6 | 4.6 | 6.2
COC(=O)NCC(c1ccco1)N1CCN(c2ccc(OC)cc2)CC1 (stereo unspecified) | 17.9 | 1.0 | -3.7 | -1.3 | -3.4 | -8.1 | 1.4 | 0.2 | -9.7 | 0.2
O=S(=O)(CCOc1ccccc1)c1nc2ccccc2[nH]1 | 7.3 | 2.2 | -1.6 | -1.6 | -1.3 | -3.6 | 4.6 | 0.0 | 2.4 | 1.7
CCc1nnc(N/N=C/c2c(C)[nH]c3ccccc23)n1N | -24.5 | -1.9 | -1.6 | -1.6 | 4.7 | -1.1 | 8.4 | 0.6 | -1.4 | 0.0
O=C(NCc1nc2ccccc2[nH]1)C1=C[C@@H](c2ccc(C(F)(F)F)cc2)C[C@@H](OCCCCO)O1 | -7.2 | -0.2 | -0.5 | -3.4 | 1.2 | -9.6 | -3.7 | 4.9 | -13.1 | 0.3
Cc1ccc(S(=O)(=O)NCC(c2ccco2)N2CCc3ccccc32)cc1 (stereo unspecified) | -80.5 | 7.0 | 3.4 | x | 12.0 | 4.7 | -21.7 | -3.6 | 9.3 | -0.6
CC(=O)OCC1OC(n2c(-c3ccc(Cl)cc3)ccc(C#N)c2=S)C(OC(C)=O)C(OC(C)=O)C1OC(C)=O (stereo unspecified) | 0.6 | -7.4 | -3.6 | -2.4 | -0.1 | -1.3 | -3.0 | 3.0 | -11.6 | 0.4
COc1cc(CO)ccc1OCC(=O)Nc1ccc(Br)cc1 | 11.9 | -0.6 | 2.0 | -3.2 | -2.3 | 0.3 | -2.7 | -4.6 | 11.2 | 0.9
COc1ccc2nc(-c3ccccc3)nc(C3CCCCC3)c2c1 | 12.6 | 1.5 | -0.4 | -2.9 | -2.8 | -8.2 | -3.8 | 4.4 | -12.1 | 1.8
NC(=S)NN=C1CCSCC1 | 9.7 | -4.8 | -2.6 | 4.6 | -2.2 | 1.4 | 1.1 | 8.2 | -31.3 | 0.4
COc1ccccc1Nc1ccncc1[N+](=O)[O-] | -2.0 | 2.9 | 3.4 | 3.9 | 0.3 | -3.8 | -0.5 | -1.5 | 4.1 | 0.1
O=C(c1ccccc1-n1cccn1)N1CCc2c([nH]c3ccccc23)C1c1ccccn1 (stereo unspecified) | x | -2.5 | 1.3 | 3.5 | x | x | x | x | x | -0.3
C/C(=N/NC(=O)CSc1nc2ccccc2s1)c1ccncc1 | 13.0 | -2.7 | 0.5 | 3.1 | -2.6 | 2.6 | 2.5 | 7.2 | -18.7 | 4.5
Cc1c2cnn(CC(=O)NCCCN3CC(C)CC(C)C3)c(=O)c2c(C)n1Cc1ccccc1Cl (stereo unspecified) | 8.2 | -3.8 | -1.7 | x | -1.6 | -6.4 | -2.0 | -5.1 | 7.6 | -0.5
CCOC(=O)CSc1ccc(C(=O)NCCCN2CCOCC2)cc1[N+](=O)[O-] | 11.0 | 1.1 | -0.9 | -1.5 | -1.9 | -2.0 | -8.2 | 0.6 | -2.4 | 0.6
Cc1c(CC(=O)NCC(=O)O)c(=O)oc2cc3occ(-c4ccccc4)c3cc12 | 21.1 | 1.6 | -2.6 | -13.6 | -4.7 | -3.7 | 3.8 | -1.7 | 6.1 | -1.6
COc1ccc(C(=O)N/N=C\c2coc3ccc(C)cc3c2=O)cc1 | 5.6 | -4.9 | -2.2 | -1.9 | -1.0 | -1.0 | -3.5 | 7.8 | 13.5 | -1.1
C=CCn1c(=O)c(C(=O)Nc2cccnc2)c(O)c2ccccc21 | -18.5 | -3.6 | -2.4 | -4.2 | 4.2 | 4.2 | -7.2 | -2.4 | -24.1 | -1.5
CN(C(=O)c1ccno1)c1nnc(-c2ccccn2)s1 | 2.9 | -2.1 | -2.2 | -3.8 | -0.5 | -7.6 | -16.0 | 1.4 | -4.0 | 0.5
COc1cc(NC(=S)NC(=O)c2ccc(F)cc2)ccc1NC(=O)c1ccco1 | 7.8 | -0.5 | -0.7 | -3.0 | -1.5 | -5.2 | 4.3 | -3.5 | 9.3 | 0.4
CN(CCOc1ccc(F)cc1)Cc1ccccc1 | -6.6 | 0.6 | 3.8 | -0.7 | 1.4 | -1.6 | 8.2 | 0.2 | -0.9 | -0.2
NC(=O)CSc1nnc(-c2ccccn2)n1Cc1ccco1 | 14.0 | -0.7 | 0.5 | x | -2.8 | 0.5 | 2.5 | 5.8 | -19.2 | 1.1
COc1ccc(-c2nc(SCC(=O)Nc3cccc(S(N)(=O)=O)c3)n[nH]2)cc1 | 10.3 | -1.4 | 1.1 | -3.3 | -1.6 | 5.7 | 0.3 | 3.3 | -31.9 | 0.2
COc1cc(O)c(C(CCN2CCN(c3ccccc3)CC2)c2ccc(N(C)C)cc2)c(OC)c1 (stereo unspecified) | -44.8 | 10.6 | 2.7 | 3.4 | 7.8 | -0.9 | 7.2 | 5.6 | -16.4 | 4.3
O=S(=O)(Nc1cccc(-c2nnco2)c1)c1ccc(Cl)cc1 | 4.7 | -4.4 | -5.2 | 0.1 | -0.9 | -3.4 | 9.3 | 2.4 | -6.3 | 0.1
Cc1ccc(/C=N/NC(=O)CNC(=O)c2cccs2)o1 | 2.9 | 0.8 | 3.8 | -5.3 | -0.6 | 1.1 | 3.8 | -0.6 | 1.6 | 3.2
CCS(=O)(=O)c1nc(S(=O)(=O)c2ccc(Cl)cc2)c(NCCCN2CCOCC2)s1 | 8.6 | -2.1 | 0.9 | -1.8 | -1.6 | -6.4 | -2.6 | -2.8 | 10.5 | -1.3
CC(=O)/C(N=Nc1ccc(C(=O)O)cc1[N+](=O)[O-])=C(\C)O | 10.7 | 0.9 | 4.3 | 1.2 | -1.9 | 4.7 | 6.5 | 0.3 | -0.9 | 1.0
CCOC(=O)c1ccc(NC(=O)COc2ccccc2CNCCc2ccccc2)cc1 | -37.2 | 13.5* | -4.5 | -6.6 | 7.5 | -2.7 | 7.7 | 1.9 | 7.4 | 0.7
CCCCNC(=O)c1ccc(SCC(=O)N(CC)CC)c([N+](=O)[O-])c1 | 4.1 | 2.1 | -6.2 | -2.0 | -0.9 | -2.4 | -3.3 | 2.8 | -6.1 | -0.3
O=S(=O)(NCC(c1cccnc1)N1CCN(c2ccc(F)cc2)CC1)c1cccs1 (stereo unspecified) | 7.0 | -0.5 | -4.7 | -4.8 | -1.2 | -8.3 | 1.3 | 2.1 | -6.4 | 0.6
CN(C)C1=NC[C@H](Cc2ccccc2)N1CC1CCCCC1 | 5.7 | 4.6 | -0.7 | -4.8 | -1.0 | -4.1 | -0.3 | -8.1 | 20.6 | 1.8
COc1ccccc1CNC(=O)C(C)c1ccc([N+](=O)[O-])cc1 (stereo unspecified) | -7.5 | -2.1 | 3.6 | -1.7 | 1.0 | -11.7 | 3.8 | 0.1 | -0.2 | -0.5
COc1ccc(OC)c(C(=O)CSc2nnc(Cc3cccs3)n2CCc2ccccc2)c1 | 7.8 | -5.1 | -2.3 | -1.7 | -1.5 | -4.6 | -4.4 | 1.4 | -46.1 | -1.8
